A549 viability = Nrf2 qHTS screen for inhibitors: counterscreen for cytotoxicity; A549 ARE-Fluc cells, CellTiter-Fluor viability, 18-24 h; actives 0.16% (n = 390,000); Potency, µM (top dose mostly 46 µM), inactives show top-dose activity change, negative = cytotoxicity, actives largely listed as inhibitors; note: potency is the fitted concentration of half-maximal effect; % is set by controls: 0 for no effect and ±100 for the full control effect
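Cytotoxicity counterscreen: CellTiter-Fluor fluorescence was measured in A549 ARE_Fluc cells after 18-24 h of compound exposure in a concentration series. The subsequent BugLite luminescent read reports ARE-luciferase activity.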
IL1B secr inh = qHTS for Inhibitors of Inflammasome Signaling: IL-1-beta AlphaLISA Primary Screen; AID 743279, 2014; actives 4.7% (n = 360,000); activity change, % at 57.5 µM; THP-1 LPS/ATP IL-1B secretion, AlphaLISA, 16 h; stronger effect = lower value; in the data active = activity change below about -50%; inconclusive = mostly about -30% to -49%; note: % is set by controls: 0 for no effect and ±100 for the full control effect
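THP-1 cells pretreated 1 hr with compounds (up to 57.5 uM final), then stimulated with LPS (250 ng/mL final) plus ATP (1.25 mM final); secreted IL-1B measured by AlphaLISA after 16 hr, decreased signal indicating inhibition.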
ATXN viability = Viability Counterscreen for Primary qHTS for Inhibitors of ATXN expression; Potency, µM (top dose mostly 56.7 µM), usual class: cytotoxic; actives 0.49% (n = 400,000); S2 cells (HEK-293 line with an ATXN2-luciferase reporter) viability, CellTiter-Fluor protease fluorescence, 24 h; note: potency is the fitted concentration of half-maximal effect; nearly all actives have a fitted effect of over 40% in size
Nrf2 activator = qHTS of Nrf2 Activators | Potency, µM (highest dose often 46.1 µM), without a hit: at the highest dose activation, actives largely listed as activators | AREc32 ARE-luciferase reporter (MCF7-derived line), luminescence, 24 h | actives 0.31% (n = 410,000); note: potency is the fitted concentration of half-maximal effect; % of control where 0% means no effect; nearly all actives have a fitted effect of over 65% in size
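AREc32_Fluc, 1000 cells/well, OPTI-MEM + 5% FBS, o/n 37 deg C 5% CO2; 23 nL cpd by pin tool, 24 hr; Steady-Glo 30 min RT, luminescence.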
ATXN2 expr inh = Primary qHTS for Inhibitors of ATXN expression. AID 1745845, 2022. actives 0.72% (n = 360,000). Potency, µM (top dose mostly 57 µM), inactives show at the top dose activity change, negative = inhibition, usual class: inhibitors. HEK-293 ATXN2-luciferase reporter, luminescence, 24 h; note: potency is the fitted concentration of half-maximal effect; % is set by controls: 0 for no effect and ±100 for the full control effect; nearly all actives have a fitted effect of over 55% in size
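ATXN2-luciferase reporter cells (luciferase flanked by upstream and downstream ATXN2 gene portions) were treated 24 h at 37 °C with compounds at up to 57 uM. SteadyGlo luminescence gave expression; GF-AFC fluorescence gave viability.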
HepG2 tox = qHTS for Inhibitors of TGF-b: Cytotox Counterscreen; HepG2 CAGA-GFP viability, ATP luminescence, 18 h; AID 588856, 2011; actives 0.76% (n = 410,000); Potency, µM (top dose mostly 46.1 µM), for the others: at the highest dose activity change, negative = cytotoxicity, usual class: cytotoxic; note: potency is the fitted concentration of half-maximal effect; some results filed as inactive show a strong effect at the top dose
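HepG2 CAGA-GFP cells (1000/well, DMEM with 1% FBS) received compound, then TGF-beta at 500 pg/mL final, and were incubated 18 hours at 37 degrees C. Viability was read by CellTiter-Glo luminescence. Media-only wells were set as complete cell-killing and DMSO as no toxicity.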
TGFb inhibitor = qHTS for Inhibitors of TGF-b | HepG2 CAGA-GFP TGF-b/SMAD3 reporter, GFP fluorescence, 18 h; TGF-beta stimulated, 500 pg/mL final | Potency, µM (doses to about 46.1 µM), for inactives: at the top dose activity, negative = inhibition, hits mostly inhibitors | actives 1.2% (n = 410,000); note: potency is the fitted concentration of half-maximal effect; % is set by controls: 0 for no effect and ±100 for the full control effect; nearly all actives have a fitted effect of over 65% in size
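Cell-based qHTS in HEPG2 carrying a CAGA-GFP Smad reporter; compounds added before 500 pg/mL final TGF-beta, 18 h incubation at 37 degrees C, GFP fluorescence quantified per cell by imaging cytometry.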
Nrf2 block = Nrf2 qHTS screen for inhibitors. A549 ARE-Fluc reporter, luciferase luminescence, 18-24 h. Potency, µM (top dose mostly 46 µM), inactives show top-dose activity change, negative = inhibition, hits mostly inhibitors. actives 2.1% (n = 360,000). AID 504444, 2011; note: potency is the fitted concentration of half-maximal effect; % is set by controls: 0 for no effect and ±100 for the full control effect; nearly all actives have a fitted effect of over 60% in size
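Cells were seeded and rested 2 h, then exposed to compounds for 18-24 h. CellTiter-Fluor was read first as a viability measure. BugLite was added 15 min before the final luminescent read of ARE-luciferase activity in A549 cells.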
MCF10A rereplic = A quantitative high throughput screen for small molecules that induce DNA re-replication in MCF 10a normal breast cells. MCF 10A DNA re-replication, Hoechst nuclear intensity, 48 h. Potency, µM (series often up to 46.1 µM), for the others: at the top dose activity, positive = re-replication, hits mostly activators. actives 2.9% (n = 350,000). AID 624296, 2012; note: potency is the fitted concentration of half-maximal effect; % of control where 0% means no effect; nearly all actives have a fitted effect of over 50% in size
Starred values were filed as active, the others as inactive; i = inactive; ? = inconclusive; . = no result given; [ ] = dose if it differs, or a comment. Unless noted, calls come from the whole dose curve; as a rule, active = well fitted curve in the direction sought with a large enough effect; inconclusive = small, poorly fitted or top-dose-only effect, or another doubt; inactive = no such curve, though single readings can be large; an effect the other way counts as inactive or inconclusive.

SMILES	A549 viability	IL1B secr inh	ATXN viability	Nrf2 activator	ATXN2 expr inh	HepG2 tox	TGFb inhibitor	Nrf2 block	MCF10A rereplic
O=c1c2[nH]cnc2n(-c2cccc(Br)c2)c(=O)n1Cc1ccccc1	2%	16	i	-0.4%	-6%	1%	-13%	2%	?
CC1CCN(S(=O)(=O)c2ccc3c(c2)N(CC(=O)NC(C)c2ccccc2)C(=O)CO3)CC1 (stereo not given)	-1%	.	i	2.2%	20%	-1%	-13%	?	.
COc1cc(CNC(=O)c2ccc3c(c2)S(=O)(=O)c2ccccc2C3=O)cc(OC)c1	-3%	-15	i	2.0%	4%	-8%	4%	2%	20%
Cc1ccccc1-n1c(=O)c2c3c(sc2n2cnnc12)CCCC3	-20%	.	?	0.4%	-19%	10%	5%	?	.
O=C(c1ccc2c3c(cccc13)CC2)N1CCN(c2ncccn2)CC1	1%	9	i	0.1%	-15%	-30%	-25%	?	-4%
COC(=O)c1cccc(NC(=O)c2cccc(N3C(=O)CCC3=O)c2)c1	-2%	1	i	0.4%	.	-9%	8%	7%	2%
CN(C)Cc1ccccc1CCc1ccccc1	-4%	-8	i	0.2%	15%	0%	-7%	-5%	-3%
COc1ccc(NC(=O)CSc2n[nH]c(-c3ccco3)n2)cc1	4%	10	i	-0.1%	-29%	1%	10%	21%	?
COc1ccc(NC(=O)NCc2cccn2Cc2ccc(F)cc2)cc1OC	2%	.	?	0.2%	-11%	-40%	-24%	19%	.
C=CCOc1ccc(CNCc2cccnc2)cc1	-1%	19	i	2.5%	2%	10%	-1%	11%	1%
Cn1c(=O)c2c(-c3cccc(Br)c3)n(C(C)(C)CO)cc2n(C)c1=O	4%	.	i	0.6%	-10%	-12%	-9%	3%	.
COc1cccc(C(=O)NCC(=O)N/N=C(C)\C=C\c2ccccc2)c1	1%	-18	i	-0.5%	?	2%	10%	-8%	-1%
CCc1ccccc1NC(=O)c1cnn(-c2ccccc2)c1C	3%	-93*	i	4.7%	18%	-6%	1%	2%	8%
NC(=O)COc1ccc(S(=O)(=O)N2CCCC2)cc1	.	6	i	-0.2%	.	-24%	-9%	.	.
CN(C)S(=O)(=O)c1ccc(C(=O)NCC2CC2(Cl)Cl)cc1 (stereo not given)	2%	8	i	-0.3%	-7%	-1%	10%	20%	11%
Cc1ccc(NC(=O)CSc2[nH]c(=O)ncc2C)cc1	-18%	.	.	4.4%	.	-13%	-6%	.	.
CN(C)CCNC(=O)Nc1ccc(F)cc1F	11%	1	i	-0.4%	0%	-2%	1%	-4%	2%
COc1ccc(CC(=O)NNc2ncnc3c2cnn3-c2ccc(C)cc2)cc1	-6%	3	?	-0.4%	-2%	1%	-4%	5%	-5%
Cc1ccc(C)c(OCCC(=O)OCC(=O)NC2CCCC2)c1	-2%	8	i	-0.6%	-2%	1%	0%	3%	1%
Cc1cc(/C=C2/NC(=O)NC2=O)c(C)n1-c1ccc(C#N)cc1	0%	27	i	0.1%	-11%	-10%	11%	-16%	?
CC(=O)Nc1ccc(/C=C/c2nc3ccccc3[nH]c2=O)cc1	-1%	-13	i	3.5%	24%	16%	1%	5%	?
O=C(c1cccc(-c2nnc(-c3ccccc3)o2)c1)N1CCCCC1	2%	0	i	6.0%	33%[activator]	0%	9%	?	3%
C[C@H](CO)N1C[C@H](C)[C@@H](CN(C)C)Oc2c(NS(=O)(=O)c3ccccc3)cccc2C1=O	4%	-4	i	-1.1%	-2%	-42%	-1%	-9%	-10%
CCOc1ccc(S(=O)(=O)Nc2cccc(C(=O)NCCCn3ccnc3)c2)cc1	4%	0	i	0.5%	-6%	14%	8%	-29%	21%
COc1ccc(CNC(=O)C2CCN(C(=O)c3ccc(-n4ccc5ccccc54)s3)CC2)cc1	-25%	.	.	2.5%	.	-36%	?	21µM*	.
CSc1cccc(NC(=O)COC(=O)C2CCN(S(=O)(=O)c3ccccc3)CC2)c1	0%	-4	i	-0.3%	-16%	1%	-2%	14%	4%
Cc1nc2ccccn2c(=O)c1NC(=O)c1cccc(F)c1	8%	.	.	4.7%	.	0%	-18%	.	.
N#Cc1nc(-c2cccc3ccccc23)oc1NCC1CCCO1 (stereo not given)	0%	-14	.	6.3%	28%	-2%	-25%	-10%	?
CC1=Nn2c(nnc2-c2ccccc2)SC1	2%	1	i	0.5%	-8%	0%	-1%	.	-3%
CCCCC(=O)Nc1ccccc1C(=O)OCC(=O)c1ccc2c(c1)OCCO2	-3%	-24	i	3.3%	16%	-1%	-3%	?	3%
Cn1cc(CNCc2ccc(OC(F)(F)F)cc2)c(-c2ccc3c(c2)OCCO3)n1	3%	-25	?	5.5%	.	-52%	?	?	?
CC(C)(C)OC(=O)NC1CNNC1=O (stereo not given)	-2%	21	i	-0.2%	6%	3%	?	-4%	5%
CCOC(=O)CNc1c(-c2ccc(O)cc2)nc2ccc(Cl)cn12	-6%	-9	i	8.0%	14%	-27%	?	2%	?
CC12CCC(c3c(C(=O)N4CCOCC4)nn(-c4ccccc4)c31)C2(C)C (stereo not given)	-4%	24	i	-0.1%	-22%	1%	-12%	1%	1%
CC(C)NC(=O)c1ccccc1NC(=O)c1ccccc1N(C)S(C)(=O)=O	11%	-1	i	-0.5%	-12%	-17%	0%	6%	-2%
CC(CC(=O)N1CCN(c2ccccc2)CC1)S(=O)(=O)c1ccc2c(c1)NC(=O)CO2 (stereo not given)	1%	22	i	-0.4%	?	-21%	-28%	?	10%
O=C1NC(CCc2ccccc2)C(=O)N1Cc1cccc2ccccc12 (stereo not given)	-3%	?	i	-0.1%	-15%	-13%	-4%	-5%	0%
COc1ccc(/C=N/NC(=O)c2ccccc2NC(=O)c2ccco2)c(OC)c1	3%	-13	i	5.5%	-3%	-14%	-4%	1%	-2%
Cc1cc(=O)[nH]c(Nc2ccc(Cl)cc2)n1	-4%	87	i	-0.5%	-2%	16%	3%	9%	1%
Cc1cc(C)c(C)c(C(=O)c2ccccc2C(=O)O)c1C	-4%	34	i	-0.9%	.	1%	-10%	-9%	-1%
Cc1c(C(=O)Nc2cccc(-c3nnc4n3CCCCC4)c2)oc2ccccc12	-16%	-10	?	3.5%	3%	-10%	?	-6%	11%
O=C(Nc1ccc2oc(=O)ccc2c1)c1ccc(-c2cccc([N+](=O)[O-])c2)o1	?	6	.	4.4%	-38%	22%	34%	23µM*	?
Cc1ccccc1S(=O)(=O)N(C)C[C@@H]1OCc2cnnn2CCCC(=O)N([C@@H](C)CO)C[C@@H]1C	.	-10	i	-0.1%	-2%	0%	18%	.	.
CCOC(=O)C(=CNc1cccc(C)n1)C(=O)OCC	3%	16	i	-0.3%	-8%	-1%	6%	-2%	3%
CCOC1=C2CN(S(=O)(=O)c3ccc(C)cc3)[C@H](c3ccccc3)C[C@@H]2N(S(=O)(=O)c2ccc(C)cc2)[C@H](c2cccs2)C1	.	0	i	-0.1%	4%	-7%	-11%	.	.
Cc1ccc(C)c(S(=O)(=O)NCCc2csc(-c3ccc(Cl)cc3)n2)c1	0%	.	?	-1.5%	?	-94%	11µM*	.	.
CC1(C)Cc2cccc(OCC(=O)OCc3nnc(-c4ccc([N+](=O)[O-])cc4)o3)c2O1	7%	-7	i	0.2%	9%	3%	-2%	?	20%
Cc1cccc(NC(=O)CN(C)S(=O)(=O)c2ccc3c(c2)c(=O)n(C)c(=O)n3C)c1C	3%	.	i	-0.1%	1%	-3%	10%	13%	.
COc1ccc(N(CC(=O)N2CCN(C)CC2)S(=O)(=O)c2ccccc2)cc1OC	6%	0	i	-0.8%	-7%	-12%	-1%	27%	-1%
CC1(C)COC2(OC1)C(=O)Nc1ccccc12	-5%	14	i	0.2%	-5%	-16%	-1%	-6%	?
COc1ccc(/C=N/NC(=O)c2cccnc2)cc1CN1CCc2cc(OC)c(OC)cc2C1C (stereo not given)	-1%	50	i	2.4%	65%[activator]	-2%	?	8%	3%
O=C(Oc1cccc2cccnc12)c1cccc(N2C(=O)C3C4CCC(C4)C3C2=O)c1 (stereo not given)	6%	-81*	.	7.3%	-26%	-32%	?	?	20%
C=CCNC(=S)N1CCN(CCN=Cc2c(C)[nH]n(-c3ccc([N+](=O)[O-])cc3)c2=O)CC1	-2%	21	i	-0.3%	13%	-19%	0%	15%	-42%[inhibitor]
Cc1cccc(N(C(=O)c2ccc(CN3CCOCC3)o2)C(C(=O)NC2CCCCC2)c2ccc(F)cc2)c1 (stereo not given)	10%	1	i	-1.5%	6%	-2%	8%	1%	-1%
COc1cccc(CNC(=O)C2CCN(S(=O)(=O)c3ccc(C)cc3)CC2)c1	-2%	-9	i	0.0%	14%	4%	13%	3%	-1%

Among those listed so far, these contain an aryl thioether with sulfur outside any ring.
SMILES	A549 viability	IL1B secr inh	ATXN viability	Nrf2 activator	ATXN2 expr inh	HepG2 tox	TGFb inhibitor	Nrf2 block	MCF10A rereplic
COc1ccc(NC(=O)CSc2n[nH]c(-c3ccco3)n2)cc1	4%	10	i	-0.1%	-29%	1%	10%	21%	?
Cc1ccc(NC(=O)CSc2[nH]c(=O)ncc2C)cc1	-18%	.	.	4.4%	.	-13%	-6%	.	.
CSc1cccc(NC(=O)COC(=O)C2CCN(S(=O)(=O)c3ccccc3)CC2)c1	0%	-4	i	-0.3%	-16%	1%	-2%	14%	4%

Source: PubChem BioAssay
